Keap1 Nrf2 FP – Keap1-Nrf2 protein-protein interaction inhibitors, primary screen, biochemical, fluorescence polarization, single point | actives 0.15% (n = 340,000) | Keap1 Kelch-Nrf2 peptide fluorescence polarization, 1536-well | Kelch-like ECH-associated protein 1 (Homo sapiens), Q14145 | inhibition, % at 9.4 µM; in the data active = inhibition above about 12%;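 also: human Keap1 Kelch domain with fluorescein labeled Nrf2 9mer peptide probe; 0% = neutral control wells and 100% = peptide positive control; higher means more block of Keap1 binding to Nrf2 peptide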
SR-BI DiI inh – inhibitors of SR-BI mediated HDL lipid uptake, primary screen, ldlA[mSR-BI] cells, fluorescence, single point; ldlA[mSR-BI] CHO cells, DiI-HDL uptake fluorescence, 3 h; Scavenger receptor class B member 1 (Mus musculus), Q61009; actives 0.96% (n = 320,000); inhibition, % at 12.5 µM; AID 488896, 2010;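 active = mean replicate inhibition of at least 70% and a set share of replicates each scoring 70 or more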;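 also: 0% = median of neutral control wells and 100% = median of positive control wells; values of inactives mirror those of a sister screen read the other way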
Target sequence (Q61009 whole entry, looked up): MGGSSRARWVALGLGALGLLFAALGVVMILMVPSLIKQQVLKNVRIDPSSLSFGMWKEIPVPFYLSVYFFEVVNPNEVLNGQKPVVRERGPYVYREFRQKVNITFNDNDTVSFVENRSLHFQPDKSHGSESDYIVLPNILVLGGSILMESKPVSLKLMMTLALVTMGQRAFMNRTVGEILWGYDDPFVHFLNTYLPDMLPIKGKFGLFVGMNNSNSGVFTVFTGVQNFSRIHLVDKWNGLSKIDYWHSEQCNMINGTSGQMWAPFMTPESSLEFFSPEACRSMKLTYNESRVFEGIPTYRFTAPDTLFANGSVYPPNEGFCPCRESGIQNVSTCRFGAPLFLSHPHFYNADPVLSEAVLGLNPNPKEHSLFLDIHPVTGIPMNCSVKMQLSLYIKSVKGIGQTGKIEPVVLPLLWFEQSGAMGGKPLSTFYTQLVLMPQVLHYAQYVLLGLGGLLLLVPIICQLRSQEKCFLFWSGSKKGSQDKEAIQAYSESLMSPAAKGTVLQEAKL
PvdQ acylase – P. aeruginosa PvdQ acylase inhibitors, primary screen, biochemical, fluorescence, plate reader and imaging, single point; PvdQ acylase [Pseudomonas aeruginosa LESB58]; purified PvdQ acylase; inhibition, % at 10 µM; actives 0.063% (n = 340,000); AID 488965, 2010; in the data active = inhibition above about 30%, passing the limit was not always enough;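 also: 0% = vehicle neutral wells and 100% = reference inhibitor wells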
LANA DNA inh – inhibitors of KSHV C-LANA binding to DNA, primary screen, biochemical, fluorescence polarization, FAM-LBS DNA, MBP-C-LANA, single point; Kaposi's sarcoma herpesvirus LANA C-terminal domain (residues 932-1162) DNA binding; inhibition, % at 9 µM; actives 0.078% (n = 340,000); AID 504423, 2011;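 active = highest replicate inhibition at or above 60% at 9 µM, even if other replicates fall short; inactive = all replicates below 60% inhibition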;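 also: 0% = neutral control wells and 100% = 4 µM acridine orange control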
Cardiac RTF inh – cardiac RTF calcium sensitivity inhibitors, primary screen, biochemical, IANBD-TnC fluorescence, EC70 calcium; Troponin I, cardiac muscle (Homo sapiens) + Troponin T, cardiac muscle (Homo sapiens) + …; IANBD-labeled cardiac RTF, Ca2+ fluorescence; inhibition, % at 7.15 µM; actives 0.12% (n = 340,000);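 active = inhibition above the mean inhibition of all tested compounds plus 3 SD, cut at about 17% in these data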;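 also: assay run at fixed EC70 calcium of 1.6 mM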
NSD2 inh – NSD2 histone methyltransferase inhibitors, primary screen, biochemical, AlphaScreen, single concentration, set 2. Histone-lysine N-methyltransferase NSD2 (Homo sapiens), O96028. NSD2 peptide methylation, 120 min. inhibition, % at 12.5 µM. actives 0.54% (n = 310,000). AID 743445, 2014; in the data active = inhibition above about 50%
Arrestin-AP2 inh – inhibitors of beta-arrestin/AP2 binding, primary screen, biochemical, GPCR trafficking, flow cytometry | FITC-arrestin peptide / GST-AP2 beads; AP2 beta2 appendage carries R879A mutation | beta-arrestin 1 C-terminal peptide binding to AP2 beta2-adaptin appendage (human) | actives 0.31% (n = 340,000) | inhibition, % at 10 µM;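 active = inhibition above a set limit, near 3 SD of compounds lacking own fluorescence, cut at about 54% in these data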;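 also: plate controls were DMSO wells for no effect and 5 µM unlabelled arrestin peptide for full effect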
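Material – GST-tagged AP2 beta2-adaptin appendage (R879A) on 4 µm glutathione beads · Probe or stimulus – fluorescein-tagged arrestin peptide at 50 nM final · Timing – 12 min plus 1 h, RT · Detection – bead flow cytometry, FITC channel · Read-out basis – inhibition as reduced fluorescein signal on beads, percent · Medium – PBS plus Tween 20 (0.05%) and BSA (0.1%)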
DAGLB inhibitor – DAGLB lipase inhibitors, primary screen, biochemical, fluorescence, HTS. HEK293T DAGLB membrane lysate, EnzChek fluorogenic substrate. inhibition, % at 5.17 µM. actives 0.059% (n = 340,000). Diacylglycerol lipase-beta (Homo sapiens), Q8NCG7; in the data active = inhibition above about 34%;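 also: 0% = enzyme with vehicle and 100% = wells lacking enzyme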
PKA-R2B activ – activators of PKA-R2B holoenzyme, primary screen, biochemical, fluorescence polarization, Cy5-IP20, human. PKA-R2B holoenzyme dissociation; R2B truncated from residue 108, S112A mutant; 0% DMSO only, 100% 113 µM cGMP. cAMP-dependent protein kinase catalytic subunit beta (Homo sapiens) + cAMP-dependent …. AID 504700, 2011. actives 0.079% (n = 340,000). activation, % at 11.4 µM;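 active = activation above a cutoff set at the mean over all compounds plus 3 SD, cut at about 18% in these data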;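 also: higher means more holoenzyme dissociation and a rise in polarization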
Target sequence (P31323 whole entry, looked up, other chains not shown, the tested form may be a part): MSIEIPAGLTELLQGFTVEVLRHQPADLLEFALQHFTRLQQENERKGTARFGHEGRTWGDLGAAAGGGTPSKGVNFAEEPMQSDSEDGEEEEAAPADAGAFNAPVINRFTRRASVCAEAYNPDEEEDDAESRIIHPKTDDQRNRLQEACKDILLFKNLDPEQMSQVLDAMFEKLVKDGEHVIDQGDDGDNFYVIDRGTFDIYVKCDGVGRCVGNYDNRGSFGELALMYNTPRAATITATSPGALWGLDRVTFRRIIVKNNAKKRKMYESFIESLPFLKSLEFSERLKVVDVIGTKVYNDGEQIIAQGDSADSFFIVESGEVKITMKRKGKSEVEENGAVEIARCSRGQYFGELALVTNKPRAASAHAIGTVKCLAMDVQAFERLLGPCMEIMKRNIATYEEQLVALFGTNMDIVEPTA
SR-BI uptake up – activators of SR-BI mediated DiI-HDL uptake, primary screen, ldlA[mSR-BI] CHO cells, DiI fluorescence | 3 h; 100 = double the neutral-control signal | activation, % at 12.5 µM | actives 0.096% (n = 320,000);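 active = mean replicate activation of at least 60% and every replicate at or above 60%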;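 also: 0% = median plate neutral-control signal and 100% = twice that signal; values of inactives mirror those of a sister screen read the other way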
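Assay system: LDL receptor-deficient CHO ldlA cells overexpressing murine SR-BI / Medium: BSA-supplemented, HEPES-buffered Ham's F12, pH 7.4 / Probe or stimulus: DiI-labelled HDL at 10 µg/mL final / Timing: compound with DiI-HDL co-incubation, 3 h at 37 °C / Technique: bottom-read cell fluorescence after medium removal, ex 550/em 595 nm / Measure: HDL uptake via cellular fluorescence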
* marks the source's active call; other numbers are inactive results; / = no result given.

SMILES,Keap1 Nrf2 FP,SR-BI DiI inh,PvdQ acylase,LANA DNA inh,Cardiac RTF inh,NSD2 inh,Arrestin-AP2 inh,DAGLB inhibitor,PKA-R2B activ,SR-BI uptake up
Cc1nn(CC(=O)Nc2ccc3nc4n(c(=O)c3c2)CCCC4)c(C)c1[N+](=O)[O-],-2,-10,-10,0.7,-1,24,2,1,10,10
COc1ccc(C(=O)CC(=O)C(=O)Nc2cc(OC)c(OC)c(OC)c2)cc1,0,13,18,3.7,-3,4,-12,7,-6,-13
O=C(c1cc2ccccc2o1)N1CCN=C1SCc1cccnc1,-3,8,-6,0.7,0,1,-11,-1,5,-8
COc1ccc(-c2noc(CCC(=O)NCCCN3CCC(C)CC3)n2)cc1,1,-6,-14,1.1,-3,-1,-4,1,-5,6
CC(C)(NC(=O)c1cc(Cl)c2ccccc2c1O)C(=O)O,-2,5,1,-1.9,-2,0,19,0,6,-5
C=CCN(c1ccc(C(=O)NCCCn2ccnc2)cc1)S(C)(=O)=O,0,-10,-11,-2.1,-3,0,11,0,4,10
COc1ccccc1OCCOc1ccc(C(=O)c2ccccc2)cc1,2,-46,-6,-1.5,5,-1,-7,-8,-5,46
Cc1ccc(NC(=O)CN(C)C(=O)CSc2nnc(N)s2)cc1,0,-36,-3,-2.8,-3,-1,-4,-1,-6,36
Cc1ccc(CS(=O)Cc2ccc(C(=O)N3CCN(c4ccc(F)cc4)CC3)o2)cc1 (configuration not stated),-2,-1,-7,-0.5,3,5,-4,0,-6,1
O=C(NN=Cc1ccccc1Cl)c1ccc(-n2cnnn2)cc1,-4,62,-2,-1.3,3,0,-8,2,3,-62
O=C(c1ccccc1)[C@H]1CC=CC[C@H]1C(=O)O,-5,-16,-11,2.0,13,-4,4,-1,-16,16
CC(=O)c1cccc(NC(=O)COC(=O)CC2CC3CCC2C3)c1 (configuration not stated),0,-10,-16,-0.6,-2,-2,-7,0,-4,10
Cc1cccc(NC(=S)NC(=O)C(c2ccccc2)c2ccccc2)n1,-5,-17,-17,0.5,1,0,-7,-8,-16,17
COc1cccc(NC(=O)CNC(=O)[C@@H]2Cc3ccccc3CN2C(=O)OC(C)(C)C)c1,-2,-22,-15,0.6,-3,4,-1,-2,1,22
COc1ccc(NS(=O)(=O)c2cccc(C(=O)N(C)Cc3ccc(SC)cc3)c2)cc1,-7,-4,-16,0.8,-6,0,-1,-2,2,4

Entries of single compounds as entered above:
Results for O=C(c1cc2ccccc2o1)N1CCN=C1SCc1cccnc1 : Keap1 Nrf2 FP = -3; SR-BI DiI inh = 8; PvdQ acylase = -6; LANA DNA inh = 0.7; Cardiac RTF inh = 0; NSD2 inh = 1; Arrestin-AP2 inh = -11; DAGLB inhibitor = -1; PKA-R2B activ = 5; SR-BI uptake up = -8
Results for O=C(NN=Cc1ccccc1Cl)c1ccc(-n2cnnn2)cc1 : Keap1 Nrf2 FP = -4; SR-BI DiI inh = 62; PvdQ acylase = -2; LANA DNA inh = -1.3; Cardiac RTF inh = 3; NSD2 inh = 0; Arrestin-AP2 inh = -8; DAGLB inhibitor = 2; PKA-R2B activ = 3; SR-BI uptake up = -62

(listing goes on)
SMILES,Keap1 Nrf2 FP,SR-BI DiI inh,PvdQ acylase,LANA DNA inh,Cardiac RTF inh,NSD2 inh,Arrestin-AP2 inh,DAGLB inhibitor,PKA-R2B activ,SR-BI uptake up
CCOc1cccc(N2C(=O)CC(NCc3ccc(S(N)(=O)=O)cc3)C2=O)c1 (configuration not stated),1,1,-11,-0.2,-19,2,3,1,0,-1
N#C/C(=C(/O)CSc1n[nH]c(N)n1)c1nc2ccccc2[nH]1,1,/,0,-1.8,-5,10,16,2,2,/
COc1cc2c(cc1OC)CN(Cc1cc(OC)c3c(c1)OCO3)CC2,-3,-34,-10,-0.6,-2,9,5,-3,-2,34
COc1ccccc1C(=O)N1CCN(C(=O)COc2cccc(C)c2)CC1,-4,4,7,2.2,-1,1,10,4,-4,-4
CCOC(=O)C(Cc1ccccc1)C(=O)Nc1cccc2ccccc12 (configuration not stated),-2,-5,-8,0.5,1,-5,0,-5,-2,5
CCN(CC)c1ccc(/C=N/NC(=O)c2c(Cl)cnn2C)c(O)c1,22*,38,-6,-2.2,-17,1,9,9,-2,-38
CCOC(=O)Cc1csc(NC(=O)/C=C/c2ccc(Cl)cc2)n1,-7,52,-4,7.9,-8,/,-1,5,-3,-52
O=C1CCCC2=C1C(c1ccncc1)c1c(nc(SCc3ccccc3)[nH]c1=O)N2 (configuration not stated),-9,-25,-20,-1.5,-12,-1,-1,4,-4,25
O=C(Nc1ccc(S(=O)(=O)N2CCOCC2)cc1)c1ccc(S(=O)(=O)N2CCOCC2)cc1,-1,-23,4,-0.1,3,9,11,-1,0,23
Cc1ccccc1C(=O)Nc1ccc2c(c1)OCO2,-2,-6,-10,0.2,6,0,-3,-7,-21,6
COc1ccc(C2NC(=O)CCC2[N+](=O)[O-])c(OC)c1 (configuration not stated),-4,-10,-15,2.2,-7,-3,3,1,-14,10
O=C(NCC1CCCO1)c1onc(CSc2ccccc2)c1C(=O)O (configuration not stated),-4,-9,-13,-1.9,0,/,8,1,-3,9
Cc1[nH]c2ccccc2c1C(=O)CSC(=S)N1CCCCC1,0,41,-20,0.2,1,-1,-7,-4,1,-41
O=C(CCC(=O)OC(C(=O)c1ccccc1)c1ccccc1)Nc1ccccc1 (configuration not stated),-3,-3,-10,-0.3,-7,-1,0,-2,2,3
O=C(Nc1ccccn1)c1cc2ccccc2o1,2,-6,1,-2.7,2,/,6,1,-4,6

Only DAGLB inhibitor, SR-BI uptake up and PvdQ acylase, for some of the entries so far:
Structure,DAGLB inhibitor,SR-BI uptake up,PvdQ acylase
CCOc1cccc(N2C(=O)CC(NCc3ccc(S(N)(=O)=O)cc3)C2=O)c1 (configuration not stated),1,-1,-11
N#C/C(=C(/O)CSc1n[nH]c(N)n1)c1nc2ccccc2[nH]1,2,/,0
COc1cc2c(cc1OC)CN(Cc1cc(OC)c3c(c1)OCO3)CC2,-3,34,-10
COc1ccccc1C(=O)N1CCN(C(=O)COc2cccc(C)c2)CC1,4,-4,7
CCOC(=O)C(Cc1ccccc1)C(=O)Nc1cccc2ccccc12 (configuration not stated),-5,5,-8
CCN(CC)c1ccc(/C=N/NC(=O)c2c(Cl)cnn2C)c(O)c1,9,-38,-6
CCOC(=O)Cc1csc(NC(=O)/C=C/c2ccc(Cl)cc2)n1,5,-52,-4

Later entries
SMILES,Keap1 Nrf2 FP,SR-BI DiI inh,PvdQ acylase,LANA DNA inh,Cardiac RTF inh,NSD2 inh,Arrestin-AP2 inh,DAGLB inhibitor,PKA-R2B activ,SR-BI uptake up
CCn1c(=O)c(C(=O)NCCCc2ccccc2)c(O)c2ccccc21,0,15,-14,1.3,-3,-3,-9,-22,3,-15
O=C(CNC(=O)c1ccco1)OCC(=O)c1ccc(Cl)cc1Cl,-2,-17,-3,-2.7,-1,-2,33,-1,-6,17
CC(NC(=O)c1ccc(C(=O)c2ccccc2)cc1)c1ccc(S(N)(=O)=O)cc1 (configuration not stated),-3,8,3,0.1,-6,1,5,0,-6,-8
O=C(NCc1ccc(-c2nc3ccccc3s2)cc1)c1ccco1,-2,-29,3,1.2,-7,-4,28,-2,-3,29
COC(=O)C1C(=O)C2=C(CC1C)NC(C)=C(C(=O)OCc1ccc(OC)cc1)C2c1ccc(C)o1 (configuration not stated),-4,46,8,-2.2,2,-4,6,-6,-14,-46
Cc1cccc(C)c1Nc1c(-c2ccccc2O)nc2ncccn12,-2,/,7,-2.3,-10,-4,17,5,-3,/
CCOC(=O)C1=C(CNCc2ccc(F)cc2)NC(=O)NC1c1cccc([N+](=O)[O-])c1 (configuration not stated),-4,32,-15,1.9,-7,1,-8,2,-4,-32
O=C(CSc1ccccc1)Nc1cc(S(=O)(=O)N2CCOCC2)ccc1N1CCOCC1,1,-11,-10,-0.3,-1,-1,-5,1,-11,11
CCN1CCN(C(=O)/C=C/c2ccc([N+](=O)[O-])cc2)CC1,0,1,3,1.9,2,5,27,0,1,-1
Cc1sc2ncn(CC(=O)NCC(=O)N(C)Cc3ccccc3)c(=O)c2c1C,-6,7,-8,4.4,-8,3,1,2,-9,-7
CCOC(=O)CN1C(=O)CC(c2ccc([N+](=O)[O-])cc2)C1=O (configuration not stated),-2,-11,-7,0.4,-9,-1,-11,-1,-12,11
COc1ccc(CCN2Cc3c(cccc3[N+](=O)[O-])C2=O)cc1OC,2,-10,-1,1.5,3,-1,8,-1,-7,10

Screens from PubChem.

Rows were taken by chance; about 2.1% have a hit in one of these screens.
